High-throughput results deposited in PubChem by National Center for Advancing Translational Sciences (NCATS).
RGS4 inhibitor = human RGS4 inhibition. P49798. Potency, µM (highest dose often 114 µM), without a hit: at the top dose activity change, negative = inhibition, hits mostly inhibitors. AID 504845. Transcreener GDP fluorescence polarization, RGS4-accelerated GTP hydrolysis. hit rate 0.039% among 390,000; also: potency is read from the fitted curve at half-maximal effect; % is scaled to controls: 0 for no effect and ±100 for the full control effect; nearly all actives have a fitted effect of over 75% in size; some results filed as inactive show a strong effect at the top dose
Target sequence (P49798 whole entry, looked up): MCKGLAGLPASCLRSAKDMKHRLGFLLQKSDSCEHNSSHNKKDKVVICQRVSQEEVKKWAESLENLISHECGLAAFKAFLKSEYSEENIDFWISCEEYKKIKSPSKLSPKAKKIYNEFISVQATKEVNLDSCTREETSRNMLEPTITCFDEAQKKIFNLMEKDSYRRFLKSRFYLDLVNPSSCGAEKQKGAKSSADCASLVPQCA
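MLSMR compounds (23 nl, pin-transferred) preincubated 10 min at room temperature with a 500nM (2x) first reagent, then RGS4 at 900nM (2x) plus Transcreener GDP mix added; fluorescence polarization (620/688 nm) read before and after 90 min at 30 °C.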
ERG-DNA inh = blocks human ERG Ets domain binding to DNA | Potency, µM (series often up to 76.9 µM), without a hit: at the top dose FP activity, negative = inhibition, actives largely listed as inhibitors | hit rate 0.028% among 370,000 | fluorescence polarization, His-ERG Ets domain / labelled DNA; active = well fitted inhibition curve with a large enough effect in the polarisation, with a control signal flat; inconclusive = small, poorly fitted or top-dose-only effect, or effect the other way, or a change in a side signal; inactive = no such curve, though single readings can be large or run the other way; the % refers to the polarisation;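 also: polarization taken with two DNA probes labelled with fluorescein and Texas red; potency is read from the fitted curve at half-maximal effect; % of control where 0% means no effect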
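His-tagged ERG Ets domain (1 uM in the protein solution; 300mM KCl, 50mM Tris-HCl, 1mM EDTA, 1mM DTT, pH 7.5) received compound, then a probe mix of 5 nM fluorescein-DNA and 100nM Texas-615-DNA. Fluorescence polarization was read for both dyes.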
APE1 inh = inhibitors of human APE1 endonuclease. recombinant APE1, TAMRA/BHQ-2 abasic DNA cleavage fluorescence. Potency, µM (highest dose often 65.8 µM), without a hit: top-dose activity change, negative = inhibition, most hits filed as inhibitors. hit rate 0.35% among 350,000;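 also: potency is read from the fitted curve at half-maximal effect; plate controls were vehicle for no effect and reference inhibitor for full effect; nearly all actives have a fitted effect of over 55% in size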
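Measures dequenching upon AP-site incision of a 5'-TAMRA/3'-BHQ-2 THF-containing duplex, 50 nM; human APE1 0.75 nM after 15 min room-temperature exposure to compound; kinetic three-point read at one-minute spacing.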
LDHA inh = blocks human lactate dehydrogenase A. hit rate 0.15% among 480,000. purified LDHA, NADH/diaphorase-resazurin fluorescence; hits give low values. AID 1347041. activity change, % (values are at about 110 or 230 µM). P00338; in the data active = activity change below about -30%; inconclusive = mostly about -25% to -30%;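 also: plate controls were DMSO wells for no effect and wells without enzyme for full effect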
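Human LDH5 at 2 nM final in Tris HCl pH 7.4 with 0.06 mM NADH and 0.2 mM pyruvate, reacted 5 minutes at room temperature. Remaining NADH coupled via diaphorase/resazurin; resorufin fluorescence read at 0 and 20 minutes, normalized to enzyme-free and DMSO wells.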
POLB inh = DNA polymerase beta (human) inhibition; P06746; Pol beta primer extension/strand displacement, fluorescence kinetic; Potency, µM (doses to about 114 µM), inactives show at the highest dose activity change, negative = inhibition, actives largely listed as inhibitors; hit rate 1.3% among 340,000; AID 485314; also: potency is read from the fitted curve at half-maximal effect; % is scaled to controls: 0 for no effect and ±100 for the full control effect
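Preincubation: enzyme (10 nM) with compound, 15 min, RT. Reaction: substrate added to 50 nM final. Reads: 0 and 10 min. Analysis: normalized, Hill fit.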
Anesthetic bind = candidate novel general anesthetic via apoferritin binding; P02791; apoferritin/1-aminoanthracene competitive binding, fluorescence; Potency, µM (titrated, usually from 77.5 µM), for inactives: top-dose activity change, negative = displacement, actives largely listed as inhibitors; hit rate 0.074% among 350,000; also: potency is read from the fitted curve at half-maximal effect; % is scaled to controls: 0 for no effect and ±100 for the full control effect; nearly all actives have a fitted effect of over 20% in size
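Horse-spleen apoferritin (10 uM) in 50% saturated 1-aminoanthracene in PBS was incubated 10 min at room temperature with compound. Fluorescence (ex 380, em 535 nm) was normalized to free and bound 1-AMA, with concentration-response fitted by a four-parameter Hill equation.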
Pol eta inh = DNA polymerase eta (human) inhibition; Q9Y253; hit rate 1.2% among 390,000; Potency, µM (highest dose often 114 µM), inactives show at the top dose activity change, negative = inhibition, usual class: inhibitors; recombinant Pol eta, fluorescent DNA replication assay; AID 588591; also: potency is read from the fitted curve at half-maximal effect; % is scaled to controls: 0 for no effect and ±100 for the full control effect
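Pol eta (10 nM) was preincubated with compounds for 15 min at room temperature, after which fluorescent replication substrate (50 nM final) was added to start the reaction. Fluorescence was read kinetically at 0 and 10 min.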
12-LOX inh = ALOX12 (human) lipoxygenase inhibition. P18054. purified 12hLO, xylenol orange hydroperoxide absorbance. Potency, µM (titrated, usually from 108 µM), for inactives: at the highest dose activity change, negative = inhibition, most hits filed as inhibitors. hit rate 1.1% among 580,000. AID 1671190; also: potency is read from the fitted curve at half-maximal effect; % is scaled to controls: 0 for no effect and ±100 for the full control effect
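Hydroperoxide product was detected by ferrous iron/xylenol orange as the 573 to 405 nm absorbance ratio. Arachidonic acid at 40 uM (final) was turned over for 30 min at room temperature by 150 nM human 12hLO, pH 7.0 Hepes buffer, after 15 min compound preincubation.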
POLK inh = blocks human DNA polymerase kappa activity; Potency, µM (highest dose often 107 µM), for inactives: at the top dose activity, negative = inhibition, most hits filed as inhibitors; Q9UBT6; hit rate 0.53% among 400,000; purified Pol kappa, fluorescent DNA synthesis assay, 10 min; also: potency is read from the fitted curve at half-maximal effect; % is scaled to controls: 0 for no effect and ±100 for the full control effect
Target sequence (Q9UBT6 whole entry, looked up): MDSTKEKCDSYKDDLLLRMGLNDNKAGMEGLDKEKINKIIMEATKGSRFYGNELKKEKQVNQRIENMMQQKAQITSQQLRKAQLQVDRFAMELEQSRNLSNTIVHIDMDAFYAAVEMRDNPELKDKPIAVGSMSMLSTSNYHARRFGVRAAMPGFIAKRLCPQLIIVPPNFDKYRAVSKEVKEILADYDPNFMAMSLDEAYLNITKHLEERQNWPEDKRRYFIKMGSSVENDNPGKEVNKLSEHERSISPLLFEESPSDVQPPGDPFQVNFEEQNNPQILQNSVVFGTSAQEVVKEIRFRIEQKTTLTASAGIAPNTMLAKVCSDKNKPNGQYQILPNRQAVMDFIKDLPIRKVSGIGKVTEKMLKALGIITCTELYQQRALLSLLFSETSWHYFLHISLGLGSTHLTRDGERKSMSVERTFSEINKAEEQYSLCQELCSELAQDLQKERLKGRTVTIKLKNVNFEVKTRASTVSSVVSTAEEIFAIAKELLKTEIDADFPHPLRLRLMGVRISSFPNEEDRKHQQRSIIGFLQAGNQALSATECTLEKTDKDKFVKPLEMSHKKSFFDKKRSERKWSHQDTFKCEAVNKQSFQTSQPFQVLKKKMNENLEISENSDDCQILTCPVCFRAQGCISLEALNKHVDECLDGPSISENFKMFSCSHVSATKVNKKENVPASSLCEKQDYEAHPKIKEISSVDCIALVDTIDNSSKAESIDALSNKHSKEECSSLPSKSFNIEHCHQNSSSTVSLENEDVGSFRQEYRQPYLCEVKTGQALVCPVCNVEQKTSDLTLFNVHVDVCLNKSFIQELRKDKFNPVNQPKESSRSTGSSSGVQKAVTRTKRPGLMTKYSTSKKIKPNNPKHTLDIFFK
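Kinetic fluorescence readout at 0 and 10 min followed reaction start with substrate at 50 nM final. Beforehand, enzyme (10 nM Pol kappa) stood 15 min with compound at room temperature; buffer-only wells were negative controls.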
* hit, by the source's call; ? = inconclusive; · = not tested or not shown; & = joins results of further samples; [ ] = another dose, or the depositor's remark. Unless noted, calls follow the shape of the dose curve; as a rule, active = well fitted curve in the direction sought with a large enough effect; inconclusive = small, poorly fitted or top-dose-only effect, or another doubt; inactive = no such curve, though single readings can be large; an effect the other way counts as inactive or inconclusive. This is a subset (hit frequency here may not be typical).

structure | RGS4 inhibitor | ERG-DNA inh | APE1 inh | LDHA inh | POLB inh | Anesthetic bind | Pol eta inh | 12-LOX inh | POLK inh
CC1CC(C)CN(C(=O)COC(=O)CNC(=O)C23CC4CC(CC(C4)C2)C3)C1 (centres undefined) | -1% | 2% | -8% | 1 | · | · | -17% | 5% | 2%
O=C(NCc1cccc(Cl)c1)N1CCN(S(=O)(=O)c2ccccc2F)CC1 | -19% | 18% | 19% | 1 | 42% | -11% | -18% | -2% | -3%
CCOc1ccc(NC(=S)NC(=O)c2cccnc2)c([N+](=O)[O-])c1 | -14% | -7% | -2% | -5 | 86% | -12% | -15% | ? | -1%
CC(=O)c1ccn(S(=O)(=O)c2ccccc2)c1 | 13% | -3% | 1% | 1 | -11% | -10% | -8% | 31%[activator] | -14%
c1ccc(Cn2nnnc2C(c2ccncc2)N2CCOCC2)cc1 (centres undefined) | -22% | · | -8% | -2 | ? | -6% | -9% | -13%[57.4 µM] | -3%
Cc1cc(S(=O)(=O)NCc2ccccc2)ccc1OCC(=O)N1CCCC1 | -33% | 13% | -14% | -1 | -2% | -10% | -19% | 0% | -2%
Cc1nnc(Oc2ccccc2)c2ccccc12 | 30% | 1% | -4% | -3 | 0% | ? | -7% | 14% | -12%
COc1ccc(/C=C/C(=O)NC(=S)N2CCN(c3ccccc3OC)CC2)cc1 | 16% | 4% | -5% | -6 | 0% | -19% | 10% | 0% | -4%
O=C(COc1ccccc1[N+](=O)[O-])OCCCOC(=O)COc1ccccc1[N+](=O)[O-] | -1% | -11% | 37% | -1 | 13% | -2% | -6% | -2% | -2%
Cc1cccc(N2CCN(C(=O)Cn3nc(Cc4ccncc4)c4ccccc4c3=O)CC2)c1C | -9% | 3% | · | -5 | · | · | -8% | 16% | 6%
COc1ccc(C=O)cc1C1=CC(=O)C[C@H](c2ccc(Cl)cc2)C1 | -26% | -4% | -9% | 1 | · | · | -14% | -28% | 4%
CC(C)CCNC(=O)C(C)N(C(=O)c1snc(C(N)=O)c1N)c1cnc2ccccc2c1 (centres undefined) | -34% | -5% | 4% | -5 | 0% | -24% | -8% | -2% | -6%
O=[N+]([O-])c1cc(F)c(N2CCCCC2)cc1N1CCOCC1 | 19% | -1% | -9% | 6 | 0% | ? | -10% | -1% | -12%
CCCCNC(=S)Nc1ccc2nc3n(c(=O)c2c1)CCCCC3 | -8% | 14% | 0% | -7 | 14% | 6% | -21% | 0% | -5%
O=c1cc2c(nn1Cc1ccccc1Cl)-c1ccccc1CC2 | 5%[11.4 µM] | 6% | -2% | 0 | 4% | ? | -7% | -7% | -15%
O=[N+]([O-])c1ccc([N+](=O)[O-])c(Nc2ccc(N3CCOCC3)cc2)c1 | 3% | -2% | 0% | 3 | 2% | -11% | -13% | -14% | 4%
CCc1ccc(S(=O)(=O)Nc2ccc(-c3ccc4nnc(C)n4n3)cc2)s1 | -23% | 3% | 18% | -4 | · | · | -12% | -13% | -22%
CN(C)C(CNC(=O)CCS(=O)(=O)c1ccccc1)c1ccccc1 (centres undefined) | 0% | 8% | 32% | -1 | -23% | 4% | -10% | -16% | -13%
CCCCCC(=O)Nc1nc(C)c(-c2csc(Nc3ccc(Cl)cc3)n2)s1 | -34% | -7% | -4% | -3 | 50% | -15% | -21% | ? | 2%
O=C(O)CC(NC(=O)OCc1ccccc1)c1ccccc1 (centres undefined) | -14% | -11% | 3% | -2 | 5% | -8% | -10% | 7% | 8%
O=C(Cc1ccccc1)N(c1ccc(F)cc1)C1C=CS(=O)(=O)C1 (centres undefined) | -17% | · | 0% | 7 | -2% | -5% | -4% | 1% | -6%
Cc1cc2nc(-c3ccc(NC(=O)c4cc5ccccc5o4)cc3)oc2cc1C | 17% | -2% | · | -2 | 6% | 9% | -5% | -10% | -24%
CC(C)(C)CN1CCNC(=O)C1CC(=O)N1CCOc2ccccc2C1 (centres undefined) | -21% | 7% | -1% | 11 | 2% | -2% | -9% | 7% | -3%
CCN1C(=O)c2ccc(C(=O)Nc3c(C)cc(C)cc3C)cc2C1=O | 3% | 1% | 2% | -2 | 32% | -3% | -21% | 23% | 4%
CC(=NO)C1CCC2C3CCC4=CC(=NO)CCC4(C)C3C(O)CC12C (centres undefined) | 5% | 3% | · | -3 | · | · | -4% | -4% | -3%
COc1ccccc1N1CCN(c2ncnc3c2oc2ccccc23)CC1 | 6% | 2% | 2% | -1 | -12% | -18% | -9% | 33%[activator] | -8%
CC(=O)c1sc2c(c1C)c(=O)n(-c1ccc(Cl)cc1)c(=O)n2Cc1cc(=O)n2cc(Cl)ccc2n1 | 1% | -8% | · | -3 | 14% | -19% | -5% | ? | -1%
O=C(O)CCn1cc(/C=N/O)c(-c2cccc([N+](=O)[O-])c2)n1 | 24% | -4% | 13% | -9 | 39%[activator] | -2% | 7% | -19% | -7%
CC(C)CNC(=O)c1cccc(NC(=O)Cc2ccc(Br)cc2)c1 | -19% | -10% | -1% | -3 | ? | -13% | -7% | ? | -2%
CCC(C(=O)NC(C)c1ccccc1)C(=O)NC(C)c1ccccc1 (centres undefined) | -12% | -1% | 10% | -2 | 17% | -4% | -15% | -3% | -5%
CCOc1ccc(NC(=O)CCS(=O)(=O)c2ccc(Br)cc2)cc1 | ? | 3%&0% | -14% | -3&-17 | 28µM* | -9%&5% | 18µM* | ? | 8%&-25%
COc1ccc(N2C(=O)CCC(C(C)=O)=C2C)cc1 | -10% | -10% | 12% | -1 | 39% | -6% | -9% | -22% | 3%
C=CCNC(=S)N1CCC(C(=O)c2ccc(C)cc2)CC1 | -22% | -6% | 35% | 0 | -16% | -6% | -17% | · | 1%
CC1CCCCC1NC(=O)COc1cccnc1[N+](=O)[O-] (centres undefined) | 15% | 9% | 17% | -6 | · | · | -13% | 5% | -6%
O=C(NC1CCCC1)C(c1cccnc1)N(CCc1ccccc1)C(=O)c1ccco1 (centres undefined) | 16% | -2% | 14% | -10 | 26% | -13% | -8% | -18% | -1%
Cc1ccc(NC2c3ncccc3C(=O)N2C2CCCCC2)cc1C (centres undefined) | 0% | 0% | 0% | 6 | 2% | 0% | -11% | -4% | 8%
CN(CC(=O)Nc1ccccc1Br)C(=O)CCCSc1nc2ccccc2[nH]1 | -30% | 1% | 23% | -2 | · | · | -14% | 2% | -12%
Nc1ccc(Oc2ccc([N+](=O)[O-])cc2[N+](=O)[O-])cc1 | -13% | 15% | 2% | 14 | -26% | ? | 1% | -21% | -7%
CC(C)(C)NC(=O)/C(=C\c1ccco1)NC(=O)c1cccs1 | 18% | -4% | 1% | -6 | -29% | -6% | -19% | -5% | -28%
CCOc1ccc(C(=O)/C=C/c2ccc(SC)cc2)cc1 | -8% | -1% | -2% | 0 | ? | -19% | -7% | 14% | -6%
CCOc1ccc(NS(=O)(=O)c2cc(NC(=O)c3cccc(C)c3)ccc2Cl)cc1 | -20% | 6% | -8% | 5 | -2%[57.1 µM] | -8% | ? | ? | -4%
CC1CCC(NC(=O)CN2CCN(S(=O)(=O)c3cccs3)CC2)CC1 (centres undefined) | -12% | 5% | -7% | -4 | · | · | -23% | 12% | -8%
O=C(c1ccco1)N1CCN(Cc2nnc(-c3ccccc3)o2)CC1 | -5% | 4% | 3% | -12 | 9% | 1% | -19% | -2% | -3%
C=CCn1c(=O)c2c(nc3n2CC(C)CN3Cc2ccccc2)n(C)c1=O (centres undefined) | ? | -2% | 26% | 1 | -1% | -3% | -5% | 10% | 9%
COc1cc(C(=O)O)c2c(c1C)OC(=O)c1c(C)cc(O)c(C=O)c1O2 | 1% | -4% | · | -6 | · | · | 3% | 5% | -23%
CCOC(=O)c1csc(NC(=O)c2cc(OC)c(OC)c(OC)c2)n1 | 34% | -28% | -2% | -4 | 0% | -15% | -1% | -8% | -3%
CCN(CC)c1ccc(C(=C2C=CC(=[N+](CC)CC)C=C2)c2ccc(N(CC)CC)cc2)cc1 | ? | ? | · | 4 | · | · | -17% | -62% | 6%
O=c1cc(O)nc(SCc2ccccc2)[nH]1 | -20% | 2% | -2% | 0 | -16% | -2% | -6% | -25% | -5%
Cc1ccc(C)c2sc(N3CCN(C(=O)c4ccc([N+](=O)[O-])o4)CC3)nc12 | -7% | -7% | 7% | -4 | · | · | -8% | 4% | -5%
COC(=O)N/N=C/c1ccccc1OCc1ccccc1 | -25% | -1% | 2% | -4 | 6% | -2% | -18% | -15% | -10%
Cc1cc2c(C)nc(N/N=C/c3ccc(F)cc3)nc2o1 | -22% | -5% | 1% | 2 | ? | -9% | -19% | 0% | -7%
O=C(Oc1cc(=O)n2ccccc2n1)c1ccccc1 | -21% | 0% | 2% | -2 | 17% | -11% | -20% | -23% | 8%
Cc1ccc(-n2c(P(C)(=O)O)nc3ccccc32)cc1 | -8% | 27% | 2% | -1 | 5% | 2% | -19% | -23% | 0%
CC(=O)Nc1ccc(N2CCCCC2)c(C(=O)Nc2cccc(C)c2)c1 | -26% | 6% | -3% | 6 | 6% | ? | -25% | ? | -14%
CN(CC(=O)Nc1cccc(F)c1)C(=O)CCCN1C(=O)c2cccc3cccc(c23)C1=O | 1% | 6% | -9% | -6 | · | · | -5% | 1% | -1%
Cc1cc(NC(=O)Nc2nnc(N(C)C3CCCCC3)s2)ccc1Br | 5% | 5% | · | -17 | 31% | -20% | -16% | 2% | -11%
